Assay outcomes (PubChem BioAssay)
APJ ag: APJ receptor agonism. CHO-K1 APJ PathHunter beta-arrestin, luminescence; 0% DMSO wells, 100% apelin. P35414. activation, % at 20 µM. 330,000 tested, 0.11% active;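 active = activation more than six SD over the plate average, tested at 20 µM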;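 note: 0% = DMSO alone and 100% = apelin-13 at 10 nM; some results filed as inactive read as strong as hits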
Target sequence (P35414 whole entry, looked up): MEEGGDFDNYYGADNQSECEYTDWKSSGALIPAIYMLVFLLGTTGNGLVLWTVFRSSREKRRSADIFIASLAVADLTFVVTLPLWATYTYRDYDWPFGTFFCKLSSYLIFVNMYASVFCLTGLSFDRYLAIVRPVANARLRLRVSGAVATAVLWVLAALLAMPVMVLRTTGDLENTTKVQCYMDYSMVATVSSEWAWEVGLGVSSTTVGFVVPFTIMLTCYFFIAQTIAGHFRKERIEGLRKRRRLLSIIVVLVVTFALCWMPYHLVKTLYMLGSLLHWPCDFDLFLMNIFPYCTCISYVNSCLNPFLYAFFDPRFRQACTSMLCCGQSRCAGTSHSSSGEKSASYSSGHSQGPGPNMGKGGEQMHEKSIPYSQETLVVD
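Assay system: CHO-K1 cells stably expressing ProLink-tagged human APJ and arrestin–beta-gal acceptor. Compound dosing: 20 µM single point, 1% DMSO. Times: 16-18 h seeding, 90 min dark compound exposure, 60 min detection. Detection: beta-gal luminescence. Evaluation: APJ–arrestin association signal. Controls: negative DMSO alone, positive Apelin-13 at 10 nM.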
Mdm2-MdmX inh: disrupts the human Mdm2-MdmX interaction. O15151+Q00987. SaOS-2 split-luciferase Mdm2/MdmX complementation, luminescence. inhibition, % at 8 µM. 330,000 tested, 3% active. AID 485346;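 active = inhibition of at least 50% at 8 µM in the primary screen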
GRIN3A LBD mod: NR3A (human) ligand-binding domain modulation | AID 1259313 | NR3A LBD differential scanning fluorimetry, Tm shift; 0% = protein alone, 100% = glycine-bound protein | Tm shift relative to glycine control, % at 25 µM | 340,000 tested, 2.5% active;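 active = melting temperature shift of at least 10% of the positive control shift, at one fixed dose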
tim10-1 inh: tim10-1 yeast growth inhibition; S. cerevisiae tim10-1 ts strain growth, BacTiter-Glo, 24 h; inhibition, % at 20 µM; 330,000 tested, 2.2% active;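 active = inhibition of at least 40%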;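 note: mutant grown at 25 °C; 0% = DMSO wells with yeast and 100% = wells holding no yeast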
TIM10 inh: growth inhibitors of TIM10 yeast strain; 330,000 tested, 1.4% active; inhibition, % at 10 µM; S. cerevisiae TIM10 strain growth, BacTiter-Glo luminescence, 24 h;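 active = inhibition of 40% or more at the single tested concentration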;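 note: wild-type TIM10 isogenic control strain grown at permissive 25 °C; 0% = DMSO yeast wells and 100% = minimal medium wells without yeast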
UPR XBP1 act: adaptive UPR (XBP1) activation. activation, % at 20 µM. CHO-XBP1 luciferase reporter, IRE1-XBP1 UPR activation, luminescence; percent of tunicamycin response, DMSO as zero. 330,000 tested, 0.33% active;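 active = versus positive control, 20 µM dose yields 30% or more activation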;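 note: 100% = tunicamycin at 10 µg/mL and 0% = DMSO only wells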
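Material: CHO-XBP1 cells stably carrying IRE1-XBP1-driven luciferase reporter / Amount: 1000 cells per well / Compound: 20 µM, 1% DMSO / Times: 6 h treatment, 37 °C / Detection: luciferase luminescence / Measure: % activation of reporter signal versus tunicamycin and DMSO controls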
UPR CHOP act: activators of apoptotic arm of unfolded protein response (CHOP) | activation, % at 10 µM | CHO-CHOP luciferase reporter, UPR activation, luminescence; percent of tunicamycin response over DMSO baseline | 330,000 tested, 0.34% active;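 active = at 10 µM dose, activation of 40% or more, normalized to positive control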;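 note: 100% = tunicamycin at 10 µg/mL and 0% = DMSO alone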
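Evaluation: % reporter activation, DMSO baseline versus tunicamycin full activation; System: CHO-CHOP luciferase reporter cell line; Input: 500 cells/well; Incubation: 6 h compound treatment, 37 °C; Measured by: Steady-Glo luciferase luminescence; Dosing: one dose, 10 µM in 0.5% DMSO; Buffer or medium: F12 medium, 10% FBS; Benchmarks: positive tunicamycin 10 µg/mL, negative DMSO alone.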
tim23-1 inh: growth inhibitors of tim23-1 mutant yeast; inhibition, % at 20 µM; S. cerevisiae tim23-1 growth, BacTiter-Glo luminescence, 24 h; 330,000 tested, 1.3% active; AID 463212;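 active = growth inhibition of the mutant yeast at or above 50%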;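 note: temperature-sensitive mutant grown at 25 °C; plate controls were DMSO-treated mutant yeast for no effect and medium wells lacking yeast for full effect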
NLRP3 yeast inh: NALP3 inhibition in yeast; 330,000 tested, 0.39% active; AID 2825; inhibition, % at 10 µM; Yeast reconstituted NLRP3/ASC/caspase-1, beta-gal luminescence, 24 h;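 active = inhibition of 50% or more; inactive = inhibition below 50%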;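 note: plate controls were induced DMSO wells for no effect and uninduced yeast grown without galactose for full effect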
* marks the source's active call; other numbers are inactive results.

The first 3 records (preview)
Short forms – A = APJ ag; B = Mdm2-MdmX inh; C = GRIN3A LBD mod; D = tim10-1 inh; E = TIM10 inh; F = UPR XBP1 act; G = UPR CHOP act; H = tim23-1 inh; I = NLRP3 yeast inh
C=CCN(C(=O)CCS(=O)(=O)c1cccc2nsnc12)c1ccccc1
  A: -3	B: 20	C: 5	D: 5	E: 21	F: -1	G: -0.1	H: 19	I: 6

OCCN(CC#CCC(O)(c1ccccc1)C1CCCC1)CCO (stereo not drawn)
  A: -6	B: 9	C: 5	D: 3	E: 8	F: 0	G: 1.3	H: 9	I: 5

COc1ccc(CCNC(=O)C(=O)NCc2ccccc2C)cc1OC
  A: 4	B: 31	C: -1	D: 9	E: -3	F: -2	G: 1.1	H: 6	I: 12

Main list, from the start:
Short forms – A = APJ ag; B = Mdm2-MdmX inh; C = GRIN3A LBD mod; D = tim10-1 inh; E = TIM10 inh; F = UPR XBP1 act; G = UPR CHOP act; H = tim23-1 inh; I = NLRP3 yeast inh
C=CCN(C(=O)CCS(=O)(=O)c1cccc2nsnc12)c1ccccc1
  A: -3	B: 20	C: 5	D: 5	E: 21	F: -1	G: -0.1	H: 19	I: 6

OCCN(CC#CCC(O)(c1ccccc1)C1CCCC1)CCO (stereo not drawn)
  A: -6	B: 9	C: 5	D: 3	E: 8	F: 0	G: 1.3	H: 9	I: 5

COc1ccc(CCNC(=O)C(=O)NCc2ccccc2C)cc1OC
  A: 4	B: 31	C: -1	D: 9	E: -3	F: -2	G: 1.1	H: 6	I: 12

CCc1sc(C(=O)NNC(=O)CNC(=O)c2ccccc2F)cc1C
  A: 1	B: -14	C: -2	D: 2	E: 0	F: -2	G: 0.1	H: 1	I: 5

COc1cc(/C=N/n2nnnc2N)ccc1OCC#N
  A: -2	B: 14	C: 2	D: 9	E: 0	F: -5	G: 0.1	H: 5	I: 2

COc1ccc(Cl)cc1C(=O)O/N=C(\N)c1ccc(Cl)cc1
  A: 16	B: 71*	C: 20*	D: 29	E: 79*	F: -1	G: 2.9	H: 89*	I: 12

COc1c(C(CC(C)C)OC(C)=O)ccc2c1C(=O)OCc1cc(C)cc(O)c1O2 (stereo not drawn)
  A: -4	B: 21	C: 1	D: 37	E: 21	F: 0	G: 3.9	H: 33	I: 4

Cc1ccc(NC(=S)NCC(C)C)cc1
  A: -4	B: -3	C: 3	D: -6	E: 2	F: -1	G: 2.8	H: 12	I: 9

Cn1c(CNc2ccc(Cl)cc2)nnc1SCc1ccccc1
  A: -2	B: -12	C: 2	D: -101	E: -43	F: 2	G: 0.9	H: -291	I: 8

COc1ccc(N2CC(C(=O)NCc3n[nH]c(=O)c4ccccc34)CC2=O)cc1 (stereo not drawn)
  A: 4	B: 13	C: 1	D: 2	E: 6	F: -3	G: 0.3	H: 0	I: 10

O=C(c1cc2nc(-c3ccco3)cc(C(F)(F)F)n2n1)N1CCN(c2ccc(F)cc2)CC1
  A: 0	B: 39	C: -2	D: 4	E: 5	F: 2	G: 1.5	H: 24	I: 11

CN(CC(=O)Nc1cccc(F)c1)C(=O)C1CC(=O)N(Cc2ccccc2)C1 (stereo not drawn)
  A: 1	B: 12	C: 4	D: -6	E: 1	F: -3	G: 0.2	H: -8	I: 17

Cc1ccccc1NC(=O)C1C2CCCC1C2c1ccccc1 (stereo not drawn)
  A: 6	B: -23	C: -1	D: 18	E: 31	F: -1	G: -1.1	H: 25	I: 12

CC1Sc2ccc(S(=O)(=O)N3CCN(c4cccc(Cl)c4)CC3)cc2NC1=O (stereo not drawn)
  A: -5	B: 20	C: -2	D: 20	E: 19	F: -3	G: -0.6	H: 24	I: 3

O=C1CC(Sc2nnc(-c3ccccc3O)o2)C(=O)N1c1ccccc1 (stereo not drawn)
  A: -2	B: 1	C: -13	D: 26	E: 35	F: -12	G: -3.4	H: 38	I: 17

COc1cc(C(=O)NCCC(=O)NCc2ccc3c(c2)OCO3)cc(OC)c1OC
  A: 2	B: 10	C: -3	D: 12	E: -7	F: -2	G: -0.2	H: 17	I: 15

CC(C)(C)NC(=O)C1Cc2ccccc2CN1C(=O)Nc1ccccc1Cl (stereo not drawn)
  A: -3	B: -10	C: 0	D: 8	E: 20	F: -7	G: -1.4	H: 13	I: 13

C#CCOCCOCCOCCNc1nc(N2CCOCC2)nc(N2CCN(C(=O)[C@H](Cc3cc4ccccc4[nH]3)n3cc([C@@H](N)C(C)CC)nn3)CC2)n1 (stereo partly drawn)
  A: 1	B: -7	C: 2	D: 6	E: -3	F: -2	G: 1.9	H: 13	I: 4

CC(Oc1ccccc1)C(=O)NNS(=O)(=O)c1ccc([N+](=O)[O-])cc1 (stereo not drawn)
  A: -2	B: -5	C: 3	D: 13	E: -3	F: -2	G: 2.1	H: 3	I: 6

O=C(NCCc1c[nH]c2ccccc12)c1c(Cl)nc2sccn12
  A: -5	B: 8	C: 1	D: -12	E: -2	F: 3	G: 1.6	H: -10	I: -9

COCCCNC(=O)Nc1ccc2c(c1)N(C)C(=O)CS2
  A: 8	B: 0	C: -3	D: 13	E: -3	F: 0	G: 1.8	H: 10	I: -10

CC(=O)Nc1ccc(S(=O)(=O)NC2CC(=O)N(c3ccc(C)cc3)C2)cc1 (stereo not drawn)
  A: -3	B: 49	C: 0	D: 10	E: -2	F: -1	G: -1.1	H: 6	I: 8

O=C(NN1CCN(Cc2ccccc2Cl)CC1)c1ccc(Cl)cc1
  A: -3	B: 15	C: -3	D: 14	E: 9	F: -5	G: -2.5	H: 6	I: 6

CCOCCCNC(=O)c1oc2ccc(S(=O)(=O)N3CCOCC3)cc2c1C
  A: -1	B: 5	C: 1	D: 1	E: 9	F: 0	G: 0.9	H: 15	I: 14

CCN(CC)C(C(=O)Nc1ccc2c(c1)OCO2)c1ccccc1 (stereo not drawn)
  A: -4	B: 8	C: -1	D: -17	E: -10	F: -1	G: 0.2	H: 2	I: 43

Cc1ccc(-c2nc3cc(Cl)ccc3o2)cc1
  A: -5	B: -118	C: 0	D: 17	E: 3	F: -4	G: -1.3	H: 5	I: 17

O=C(CCCCCCCC(=O)c1ccccc1)c1ccccc1
  A: -1	B: 22	C: 24*	D: 3	E: -23	F: -3	G: 2.4	H: -39	I: -34

O=C(/C=C/c1ccccc1)c1ccc2c(c1)OCO2
  A: 0	B: -1	C: 0	D: 5	E: 1	F: 3	G: 5.2	H: 13	I: 53*

Cc1cc(C(=O)NCc2ccccc2Br)no1
  A: -4	B: -5	C: 0	D: 12	E: -1	F: 5	G: 3.3	H: -6	I: 30

Cn1cc(Br)c(-c2cccc(NC(=O)CCCC(=O)O)c2)n1
  A: -2	B: 26	C: 0	D: -6	E: 14	F: -2	G: 1.3	H: -2	I: 1

Printed as active in Mdm2-MdmX inh, among the entries above:
| molecule | Mdm2-MdmX inh | GRIN3A LBD mod | UPR XBP1 act | NLRP3 yeast inh |
| --- | --- | --- | --- | --- |
| COc1ccc(Cl)cc1C(=O)O/N=C(\N)c1ccc(Cl)cc1 | 71* | 20* | -1 | 12 |

New compounds follow
Short forms – A = APJ ag; B = Mdm2-MdmX inh; C = GRIN3A LBD mod; D = tim10-1 inh; E = TIM10 inh; F = UPR XBP1 act; G = UPR CHOP act; H = tim23-1 inh; I = NLRP3 yeast inh
CSCCC(NC(=O)C1CCC(C)CC1)C(=O)OCC(=O)c1ccc(Cl)cc1 (stereo not drawn)
  A: -1	B: 1	C: 2	D: 7	E: 0	F: -1	G: 4.2	H: 2	I: -3

COc1ccc(CCNC(=O)CCC(=O)N2CCN(S(=O)(=O)c3ccccc3)CC2)cc1OC
  A: -1	B: 10	C: -1	D: 13	E: -10	F: 1	G: 0.2	H: 2	I: 3

Cc1ccc(S(=O)(=O)N2CCC(=O)N(C(COCc3cccc(C)c3)C(C)C)CC2)cc1 (stereo not drawn)
  A: -5	B: 38	C: -1	D: 16	E: -6	F: 1	G: -0.7	H: 17	I: 25

CC(C)CC(=O)NC(=S)Nc1cc(C(=O)O)ccc1Cl
  A: -1	B: -14	C: 0	D: -9	E: -5	F: -3	G: -0.4	H: -10	I: -1

Cc1cc(C(=O)COC(=O)c2n[nH]c(=O)c3ccccc23)c(C)n1C
  A: -5	B: -23	C: -2	D: 6	E: 6	F: 5	G: 3.4	H: 13	I: 11

COc1ccccc1NC(=O)N1CCCC1C(=O)NCc1ccc(F)cc1 (stereo not drawn)
  A: -6	B: 9	C: -1	D: 14	E: 8	F: -1	G: 0.4	H: 10	I: 2

Cc1ccc(N(CC(=O)NCc2ccco2)C(=O)CCC(=O)Nc2nccs2)cc1
  A: -1	B: -1	C: -2	D: 4	E: -12	F: 0	G: -1.2	H: 3	I: -6

CC(=O)N(C)c1nc(-c2ccc(Cl)cc2)cs1
  A: 2	B: -19	C: -1	D: -3	E: 2	F: -2	G: 2.1	H: 3	I: 15

CCCCNC(=O)C1=C(N)C(C(=O)Nc2ccc(C)c(S(=O)(=O)N3CCCCC3)c2)SC1=Nc1ccc(C)cc1C (stereo not drawn)
  A: -5	B: 8	C: 24*	D: 17	E: 16	F: 4	G: 2.4	H: 17	I: 11

O=C(c1ccc(Cl)cc1)c1ccc(CN2C(=O)c3ccccc3C2=O)o1
  A: -10	B: -5	C: 2	D: 41*	E: 23	F: 1	G: -0.2	H: 17	I: -5

COC(=O)c1sc2ccccc2c1NC(=O)c1ccc(S(=O)(=O)N2CCC(C)CC2)cc1
  A: 0	B: 6	C: -1	D: 9	E: 15	F: -1	G: 1.6	H: 2	I: 11

Some of these compounds in order of formula weight, low to high:
Short forms – A = APJ ag; B = Mdm2-MdmX inh; C = GRIN3A LBD mod; D = tim10-1 inh; E = TIM10 inh; F = UPR XBP1 act; G = UPR CHOP act; H = tim23-1 inh; I = NLRP3 yeast inh
CC(=O)N(C)c1nc(-c2ccc(Cl)cc2)cs1
  A: 2	B: -19	C: -1	D: -3	E: 2	F: -2	G: 2.1	H: 3	I: 15

Cc1cc(C(=O)COC(=O)c2n[nH]c(=O)c3ccccc23)c(C)n1C
  A: -5	B: -23	C: -2	D: 6	E: 6	F: 5	G: 3.4	H: 13	I: 11

COc1ccc(CCNC(=O)CCC(=O)N2CCN(S(=O)(=O)c3ccccc3)CC2)cc1OC
  A: -1	B: 10	C: -1	D: 13	E: -10	F: 1	G: 0.2	H: 2	I: 3

Not a hit list; about 8.2% have a hit in one of these screens.
